Assay outcomes deposited in PubChem by several laboratories.
Yeast growth inh: reduces growth of yeast BB579 in restrictive medium; AID 804; 0.51% of 140,000 active; S. cerevisiae BB579 growth, OD615, 48 h; inhibition, % at 10 µM;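 active = inhibition above a set limit, 3 SD over the mean compound inhibition, cut at about 44% in these data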; also: inactives centre near -24
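Test system: S. cerevisiae DeaD strain BB579 yeast; Medium: restrictive CSMM-D medium; Compound: one dose, 10 µM compound with 0.25% DMSO; Incubation: 4 h cell preincubation, 48 h compound exposure, 30 °C humidified; Signal: OD at 615 nm; Benchmarks: amphotericin B at 10 µg/mL as positive control.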
NPY Y2 blocker: blocks the human neuropeptide Y Y2 receptor | 0.99% of 140,000 active | P49146 | inhibition, % at 2.7 µM | NPY-Y2 expressing cells, antagonist mode | AID 793; in the data active = inhibition above about 17%;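 also: 0% = vehicle with agonist challenge and 100% = reference antagonist with challenge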
Target sequence (P49146 whole entry, looked up): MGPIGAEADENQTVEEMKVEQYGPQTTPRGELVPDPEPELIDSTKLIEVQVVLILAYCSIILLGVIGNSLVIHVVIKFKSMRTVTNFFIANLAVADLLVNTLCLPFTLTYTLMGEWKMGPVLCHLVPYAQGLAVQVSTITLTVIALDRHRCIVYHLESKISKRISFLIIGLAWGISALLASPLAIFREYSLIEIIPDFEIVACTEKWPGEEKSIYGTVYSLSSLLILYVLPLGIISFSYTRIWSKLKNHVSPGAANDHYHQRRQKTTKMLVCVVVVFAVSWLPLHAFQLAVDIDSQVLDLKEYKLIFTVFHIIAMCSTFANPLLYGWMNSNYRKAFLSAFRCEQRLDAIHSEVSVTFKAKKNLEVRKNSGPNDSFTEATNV
GALR2 blocker: antagonists of human galanin receptor 2 (GALR2); inhibition, % at 4 µM; AID 828; O43603; GALR2-expressing cells, antagonist mode; 0.39% of 140,000 active; in the data active = inhibition above about 27%;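 also: cells stimulated with galanin 1-16 at roughly its EC80; 0% = agonist challenge control and 100% = basal control without agonist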
Target sequence (O43603 whole entry, looked up): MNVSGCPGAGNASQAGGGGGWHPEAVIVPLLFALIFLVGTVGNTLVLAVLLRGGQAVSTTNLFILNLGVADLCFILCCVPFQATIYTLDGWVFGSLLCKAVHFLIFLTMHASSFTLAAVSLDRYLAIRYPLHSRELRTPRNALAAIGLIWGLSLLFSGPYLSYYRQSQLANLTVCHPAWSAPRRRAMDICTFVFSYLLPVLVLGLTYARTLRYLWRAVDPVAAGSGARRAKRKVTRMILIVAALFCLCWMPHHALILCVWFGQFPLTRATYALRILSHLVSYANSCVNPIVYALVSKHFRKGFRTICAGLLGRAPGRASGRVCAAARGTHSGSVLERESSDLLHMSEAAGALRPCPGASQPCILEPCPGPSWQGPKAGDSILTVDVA
PTEN del growth: suppresses growth of cells with PTEN deletion | HCT116 PTEN-null viability, CellTiter-Glo, 60 h; hits give low values | viability, % at 10 µM | 1.2% of 140,000 active;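 active = viability at or below a set limit, 4 SD under the median of all tested compounds, cut at about 3.7% in these data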;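 also: PTEN knockout HCT116 line with beta catenin targeted HCT116 as companion control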
Measles CPE: protection of cells from measles virus. Measles virus-infected cells, CPE protection, absorbance. protection (pct of control), % at 4 µM. 1.5% of 140,000 active; in the data active = protection mostly above about 24%, no sharp cut-off; inactive = mostly below about 26%; also: some compounds called inactive have numbers as strong as hits
bCat KO growth: beta-catenin-lacking colon tumor cell growth suppression; HCT116 beta-catenin knockout viability, CellTiter-Glo, 60 h; hits give low values; viability, % at 10 µM; 1.5% of 140,000 active;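 active = viability at or under a set limit, the compound median less 4 SD, cut at about 6% in these data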;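 also: 0% = Hyamine 1622 control at 20 µM and 100% = untreated cell control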
MRP1 act: MRP-1 activation; viability increase, % at 10 µM; AID 799; H69AR cells + doxorubicin, viability rescue, CellTiter-Glo; 0.61% of 140,000 active;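 active = viability gain under doxorubicin at or above a set limit, the compound median plus 3 SD, cut at about 4.7% in these data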;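 also: MRP-1 overexpressing cells given doxorubicin 25 µM after compound pretreatment; 18-22 h compound pretreatment then 72 h with doxorubicin before readout; 0% = doxorubicin-only wells and 100% = vehicle-treated cells without doxorubicin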
Phagocyt inh: blocks phagocytosis by macrophages | J774A.1 macrophage IgG-bead phagocytosis, imaging | AID 1029 | 0.07% of 110,000 active | inhibition, % at 5 µM;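 active = inhibition above the mean of the plate negative controls plus 5 SD, cut at about 13% in these data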;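 also: phagocytic index as fraction of beads internalized from green versus red external bead signal; plate controls were DMSO negative control for no effect and cytochalasin-D positive control for full effect; some results beyond the cut were filed as inactive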
Yeast lifespan up: yeast lifespan extension | S. cerevisiae growth with nicotinamide, OD615; deaD strain in restrictive glucose medium | inhibition of the nicotinamide effect, % at 10 µM | 0.68% of 130,000 active;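 active = inhibition above a set limit, placed 3 SD over the median of all compounds, cut at about 26% in these data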;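 also: 0% = nicotinamide-treated wells and 100% = cells grown without nicotinamide; some compounds called inactive have numbers as strong as hits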
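Buffer or medium: CSMM-D glucose medium, restrictive; test system: modified budding yeast, DeaD strain; compound: single dose 10 µM compound, 0.25% DMSO; schedule: culture preincubation 4 h, compound exposure 48 h, both 30 °C; detection: optical density (absorbance) at 615 nm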
E-sel TNF inh: blocks E-selectin expression induced by TNF alpha. HUVEC TNFa-induced E-selectin immunofluorescence, high content. inhibition, % at 2 µM. 0.71% of 120,000 active. AID 1246;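 active = inhibition above the batch mean plus 3 SD, and confirmed as a hit on visual image review, cut at about 43% in these data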;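 also: 0% = TNF-stimulated DMSO wells and 100% = unstimulated control wells; not every result past the cut was called active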
Active calls of the source: *; · = not tested or not shown; & = joins results of further samples.

SMILES | Yeast growth inh | NPY Y2 blocker | GALR2 blocker | PTEN del growth | Measles CPE | bCat KO growth | MRP1 act | Phagocyt inh | Yeast lifespan up | E-sel TNF inh
O=C1c2ccccc2C(=O)c2c1ncn2-c1ccccc1 | -61 | 0 | -14 | 14 | 15 | 15 | -4.6 | -7 | 2 | -6
Cc1nnc(SCC(=O)Nc2sc3c(c2C#N)CCCCC3)n1N | -12 | 2 | -12 | 99&88 | 7 | 87 | -1.6 | 0 | -12 | 3
CC(=O)Nc1ccc(NC(=O)c2c(C)nc3ccccn23)cc1 | -18 | 0 | 7 | 95 | 1 | 99 | -0.8 | 0 | -10 | 10
O=C1C=C(O)CC(c2ccc(Cl)c(Cl)c2)C1 (stereo not given) | -47 | 3 | -9 | 111 | 12 | 111 | 0.2 | 1 | -1 | 20
Cc1cc(C(=O)Nc2cccc(/C=C/C(=O)O)c2)c(C)o1 | -29 | 2 | -4 | 82 | 5 | 93 | -3.0 | -1 | -9 | 9
COc1ccc(C(=O)Nc2cccc(OC(=O)c3ccc(C)c(C)c3)c2)cc1 | -43 | 17* | 1 | 70 | 7 | 86 | -1.5 | -3 | -5 | 8
O=C(c1ccc(F)cc1)n1ccc(-c2cnc(-c3ccccc3)s2)n1 | -15 | 3 | 3 | 87 | 4 | 86 | -2.1 | 0 | -6 | 2
COCC(=O)N(Cc1nc2ccccc2c(=O)[nH]1)Cc1cccs1 | -42 | -1 | 4 | 98 | 7 | 89 | -0.1 | -1 | -3 | -15
CC(C)(C)CNc1cc(N2CCCC2)ccc1[N+](=O)[O-] | -3 | 1 | -3 | 97 | 22 | 103 | 4.8* | · | 1 | 29
CCOC(=O)N1CCN(S(=O)(=O)c2cccs2)CC1 | 1 | -2 | 2 | 96 | 3 | 95 | -0.6 | 0 | -5 | -14
COc1ccc(S(=O)(=O)N2CCCC(C(=O)Nc3ccc(OC)c(OC)c3)C2)cc1 (stereo not given) | -32 | 1 | 8 | 75 | 7 | 84 | -0.7 | -1 | -14 | ·
CN(Cc1ccccc1)S(=O)(=O)c1ccc(NC(=O)C2CCCO2)cc1 (stereo not given) | -2 | 2 | 11 | 87 | 8 | 76 | -0.5 | -1 | -8 | -21
Cc1[nH]c2ccccc2c1SCCNC(=O)c1ccc(Br)o1 | -31 | 2 | -7 | 61 | 8 | 72 | 0.6 | · | · | 1
COCCN=C1Sc2nc3ccc(C)cc3cc2CN1Cc1ccco1 | -52 | -1 | 8 | 92 | 6 | 92 | -4.5 | 1 | -8 | ·
CCOc1ncccc1C(=O)OCc1ccc(Cl)cc1 | -20 | 4 | 22 | 99 | 8 | 97 | 0.4 | 6 | -7 | ·
Cc1cc(C)c2nc(N3CCN(C)CC3)c(C#N)cc2c1 | -1 | 26* | 3 | 99 | 9 | 100 | -1.5 | 4 | -9 | 13
COc1ccc(-n2c(COc3ccc(C)cc3)nnc2SCc2ccc(C#N)cc2)cc1 | -71 | 3 | 5 | 57 | 5 | 66 | -4.1 | -2 | 0 | 12
Cc1ccc(C(=O)c2cc([N+](=O)[O-])ccc2N2CCOCC2)cc1C | -41 | 3 | 1 | 13 | 2 | 14 | -4.8 | · | 3 | ·
CCC(CC)c1nnc(NC(=O)c2cc(-c3ccccc3)nc3ccccc23)s1 | -15 | 6 | -3 | 83 | 12 | 86 | -0.4 | -11 | -1 | ·
COc1cccc(-c2nc(NCCN3CCOCC3)c3ccccc3n2)c1O | -5 | 0 | -2 | 42 | 5 | 38 | -2.1 | -4 | -7 | ·
CCOc1ccc(C(=O)NCCC(=O)NCCCC(=O)O)cc1 | -9 | 4 | -3 | 96 | 3 | 100 | -0.8 | 2 | -8 | ·
COc1oc(-c2ccc(Cl)cc2)nc1C(F)(F)F | -4 | 0 | 6 | 96 | 3 | 94 | 1.5 | · | · | -25
CN(C)c1ccc(-c2nn3c(C4CCCCC4)nnc3s2)cc1 | -26 | 5 | 3 | 63 | 24 | 89 | 3.3 | 2 | -16 | 19
CCOC(=O)Cc1csc(NC(=O)C2CCCCC2C(=O)O)n1 (stereo not given) | -37 | 3 | 0 | 105 | 7 | 93 | -0.5 | -1 | -11 | 25
Cc1cccc(C(=O)NC2CC3CCCC(C2)N3S(=O)(=O)c2ccccc2)c1 (stereo not given) | -5 | 2 | -10 | 57 | 8 | 54 | -3.8 | 1 | 0 | 31
COc1ccc(S(=O)(=O)N/N=C/c2ccc(OCCN3CCOCC3)c(OC)c2)cc1 | 12 | 2 | -6 | 98 | 9 | 96 | -1.8 | -9 | 1 | 22
O=c1c2cnn(-c3ccccc3)c2ncn1Cc1ccccn1 | -46 | 1 | 6 | 88 | 8 | 95 | -0.8 | 0 | -11 | -3
O=C(Nc1cccnc1)c1cc(F)cc(F)c1 | -32 | 3 | 3 | 97 | 18 | 106 | -3.6 | -2 | -32 | -4
O=C(CSc1nc(-c2ccco2)cc(C(F)(F)F)n1)Nc1ccc2c(c1)CCC2 | -24 | 3 | 4 | 43 | 8 | 50 | -1.5 | 1 | -18 | 12
COc1cc(OC)cc(C(=O)NCc2nc(-c3ccccc3)no2)c1 | -25 | 7 | -3 | 83 | 8 | 86 | -1.9 | 2 | -16 | -15
CC1=CC(=O)C=C(C)C1=NOc1ccccc1[N+](=O)[O-] | -18 | 16 | -2 | 5 | 12 | 7 | -5.2 | 4 | -12 | 11
C/C(=N\NC(=O)c1ccc(Cn2cc([N+](=O)[O-])cn2)o1)c1cccc(NC(=O)C(C)C)c1 | -32 | 1 | 3 | 88 | 6 | 100 | -0.3 | -4 | 4 | ·
CCn1cc(C(=O)N2CCOCC2)c(=O)c2cc(S(=O)(=O)N(C)C)ccc21 | -23 | 0 | -14 | 87 | 11 | 99 | -0.3 | 0 | -7 | ·
Cc1c(Cc2ccccc2)c(=O)oc2cc(OCC(=O)c3ccccc3)ccc12 | -2 | 2 | -3 | 67 | 8 | 68 | -2.3 | -7 | -8 | ·
COc1ccccc1NC(=S)NC(=O)c1ccc(-c2ccc(Cl)cc2)o1 | -30 | 3 | 3 | 88 | 0 | 89 | 0.4 | · | -23 | 36
COc1ccccc1NC(=O)CSc1nc2ccccc2cc1Cc1ccccc1 | -9 | 21* | 2 | 70 | 17 | 69 | -3.6 | · | -17 | 15
O=C(NC1CCCCC1)c1sc(N2CCOCC2)nc1-c1ccccc1 | -34 | 1 | 3 | 64 | 5 | 70 | -1.8 | 7 | 4 | ·
O=C(N/N=C/c1cccc(F)c1)NC1CCCCC1 | -34 | 1 | -6 | 90 | 13 | 86 | 1.5 | 6 | -6 | -22
COc1cccc(-n2nc(-c3ccnn3-c3ccccc3)c(=O)n(C)c2=O)c1 | -3 | 1 | -12 | 94 | -2 | 91 | -3.2 | 3 | -6 | -5
Cc1ccc(CCN2C(=O)CCC2(C)C(=O)NCc2cccnc2)cc1 (stereo not given) | -14 | 4 | -4 | 114 | 8 | 110 | 1.4 | -1 | -13 | 5
COc1ccc(N(CC(=O)Nc2cc(OC)ccc2OC)S(C)(=O)=O)cc1 | -24 | 0 | 6 | 91 | 8 | 88 | -2.2 | · | -4 | -37
CCOc1nc(Nc2ccc(OC)c(Cl)c2)nc(N2CCN(c3ccc(OC)cc3)CC2)n1 | -50 | 0 | -7 | 71 | 19 | 72 | 4.2 | -1 | -1 | 18
COc1ccc(S(=O)(=O)Nc2cccc(N(C)S(C)(=O)=O)c2)cc1C | -31 | 0 | -9 | 91 | 8 | 84 | -0.4 | -5 | -2 | 54
Cc1ccc(-n2c(C3CC3c3ccc(Cl)cc3)n[nH]c2=S)cc1 (stereo not given) | -24 | 3 | -1 | 91 | 3 | 96 | -2.5 | 0 | -14 | -4
O=C(O)c1ccc2c(c1)-c1nc3ccccc3n1C2=O | -25 | -2 | 7 | 101 | 30 | 96 | 0.7 | 0 | 2 | -24
Cc1ccc(C)c(-n2c(CNC(=O)c3ccco3)nnc2SCC(=O)N2CCc3ccccc32)c1 | -12 | -3 | 5 | 104 | 27 | 99 | -0.2 | · | -5 | 13
O=C(CN1CCC(C(=O)c2cccc(F)c2)CC1)NCc1cccs1 | -24 | 4 | -11 | 83 | 16 | 85 | -1.5 | -2 | 2 | ·
O=C(N/N=C/c1ccc([N+](=O)[O-])o1)c1cc(-c2cccc(Br)c2)nc2ccccc12 | -68 | -1 | -15 | 1.7* | 4 | 1.8* | -2.4 | · | -9 | 37
CCn1c(=O)c2c(nc3n2CC(C)CN3CCc2ccccc2)n(C)c1=O (stereo not given) | -38 | 2 | -4 | 93 | 13 | 99 | 0.3 | 0 | -9 | -5
N/C(=N\O)c1ccc(NC(=O)c2ccc(Br)o2)cc1 | -28 | 6 | 3 | 97 | 0 | 90 | -4.1 | -4 | -2 | 36
CC(=O)Nc1ccc(S(=O)(=O)Oc2ccc3c(c2)C(C)=CC(C)(C)N3)cc1 | -34 | -2 | 13 | 49 | 38 | 60 | -2.4 | -12 | -3 | ·
Cc1cccnc1NC(=O)CCCN1C(=O)c2ccccc2C1=O | 10 | 1 | -3 | 93 | 13 | 97 | -0.4 | -1 | -5 | -9
COc1cc2c(cc1NC(=O)/C=C/c1cc(OC)c(OC)c(OC)c1)oc1ccccc12 | -27 | 0 | 7 | 55 | 5 | 58 | -0.4 | -7 | -2 | ·
O=C(Nc1ccccn1)C12CC3CC(C1)CC(C(=O)Nc1ccccn1)(C3)C2 | -40 | 0 | -10 | 102 | 4 | 100 | 1.9 | 0 | -10 | -6
CCc1ccccc1NC(=O)c1cnc2scc(C)n2c1=O | 20 | 0 | -7 | 93 | 20 | 85 | -2.5 | · | -11 | ·
Cc1ccc(C(C(=O)NC2CCCC2)N(Cc2ccc3c(c2)OCO3)C(=O)Cc2cccs2)cc1 (stereo not given) | 1 | 22* | -8 | 78 | 20 | 89 | -4.5 | · | · | -29
Cc1ccc(-c2noc(CCC(=O)NCCN3CCN(Cc4ccccc4)CC3)n2)cc1 | -16 | 6 | 1 | 65 | 15 | 61 | -3.6 | 0 | -2 | ·
O=C(CCCN1CCC(c2ccccc2)C1)c1ccc2c(c1)OCCO2 (stereo not given) | -47 | 16 | 1 | 83 | 6 | 79 | -1.3 | -1 | -7 | -10
CCC(C)NC(=O)c1cc(OC)c(OC)c(OC)c1 (stereo not given) | -49 | 2 | 3 | 91 | 4 | 89 | -1.0 | 0 | -6 | -43
O=C(/C=C/c1ccccc1F)c1cccc([N+](=O)[O-])c1 | -40 | 2 | -3 | 2.6* | 4 | 3.2* | -4.9 | -3 | -2 | 9
Cc1cc(N2CCN(C(=O)c3ccco3)CC2)n2nc(-c3cccc(F)c3)cc2n1 | -55 | 0 | -8 | 99 | 11 | 92 | -0.2 | 1 | -2 | -22
CCOc1ccc(NC(=O)Cn2nnc(C(=O)NCc3ccccc3OC)c2N)cc1 | -60 | 0 | -9 | 111 | 9 | 101 | 0.1 | · | -3 | ·
